PAD4 FP inh: inhibitors of human PAD4; recombinant PAD4, RCA probe fluorescence polarization; inhibition, % at 6.36 µM; AID 485272; 0.41% of 330,000 active;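 active means percent inhibition above a cutoff equal to the mean of all tested compounds plus 3 SD, cut at about 15% in these data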;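 further: 0% = PAD4 with RCA probe and DMSO and 100% = probe without PAD4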
PAFAH1B2 FP inh: inhibitors of human PAFAH1B2; P68402; inhibition, % at 3.39 µM; recombinant PAFAH1B2, FP-rhodamine activity probe, fluorescence polarization; 1.2% of 340,000 active;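 active means inhibition above the mean of all tested compounds plus 3 SD, cut at about 24% in these data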;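 further: 0% = enzyme with DMSO and 100% = wells lacking PAFAH1B2; many of its hits are not listed in these tables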
LYPLA1 inh: blocks human lysophospholipase 1, a PME1 counter-screen. AID 2174. 0.16% of 320,000 active. inhibition, % at 5.9 µM. O75608. recombinant LYPLA1, FP-Rh probe fluorescence polarization;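 active means inhibition above the mean of all tested compounds plus 3 SD, set per campaign, cut at about 14% in these data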;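 further: inhibitors block serine hydrolase probe labeling of LYPLA1 so polarization falls; 0% = enzyme with DMSO and 100% = wells lacking LYPLA1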
GSTO1 counter: GSTO1 inhibition, counter-screen for RBBP9 inhibitors | 1.1% of 300,000 active | inhibition, % at 5.96 µM | recombinant GSTO1, activity-based probe fluorescence polarization | P78417;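 active means inhibition above the campaign mean inhibition plus 3 SD, cut at about 35% in these data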;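 further: 0% = GSTO1-1 with DMSO and 100% = wells lacking GSTO1-1 enzyme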
Target sequence (P78417 whole entry, looked up): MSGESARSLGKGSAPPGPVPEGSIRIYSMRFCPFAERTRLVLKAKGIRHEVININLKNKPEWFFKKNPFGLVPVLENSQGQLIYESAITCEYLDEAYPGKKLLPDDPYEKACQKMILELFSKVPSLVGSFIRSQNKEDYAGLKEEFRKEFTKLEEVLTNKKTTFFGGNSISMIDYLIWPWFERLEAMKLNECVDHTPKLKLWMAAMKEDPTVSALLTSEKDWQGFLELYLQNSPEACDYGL
PAFAH1B3 inh: PAFAH1B3 (human) inhibition; Q15102; recombinant PAFAH1B3, FP-rhodamine probe, fluorescence polarization; inhibition, % at 3.39 µM; 0.28% of 340,000 active;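 active means inhibition above the screen-wide average of all tested compounds plus 3 SD, cut at about 25% in these data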;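 further: 0% = enzyme with DMSO only and 100% = wells lacking PAFAH1B3 protein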
Target sequence (Q15102 whole entry, looked up): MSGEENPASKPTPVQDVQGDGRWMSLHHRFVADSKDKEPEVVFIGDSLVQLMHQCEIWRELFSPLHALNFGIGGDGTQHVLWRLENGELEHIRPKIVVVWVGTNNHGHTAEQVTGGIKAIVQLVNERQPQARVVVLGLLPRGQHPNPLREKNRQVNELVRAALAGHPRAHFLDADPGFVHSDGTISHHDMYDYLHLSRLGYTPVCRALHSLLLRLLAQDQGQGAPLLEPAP
pPAFAH inh: pPAFAH (human) enzyme inhibition. AID 463082. 1.5% of 330,000 active. inhibition, % at 3.39 µM. recombinant pPAFAH, FP-rhodamine probe fluorescence polarization;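 active means inhibition above the mean inhibition across the screen plus 3 SD, cut at about 25% in these data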;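 further: inhibitors block binding of the rhodamine activity-based probe so polarization drops; 0% = enzyme with DMSO and 100% = wells lacking pPAFAH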
Target sequence (Q13093 whole entry, looked up): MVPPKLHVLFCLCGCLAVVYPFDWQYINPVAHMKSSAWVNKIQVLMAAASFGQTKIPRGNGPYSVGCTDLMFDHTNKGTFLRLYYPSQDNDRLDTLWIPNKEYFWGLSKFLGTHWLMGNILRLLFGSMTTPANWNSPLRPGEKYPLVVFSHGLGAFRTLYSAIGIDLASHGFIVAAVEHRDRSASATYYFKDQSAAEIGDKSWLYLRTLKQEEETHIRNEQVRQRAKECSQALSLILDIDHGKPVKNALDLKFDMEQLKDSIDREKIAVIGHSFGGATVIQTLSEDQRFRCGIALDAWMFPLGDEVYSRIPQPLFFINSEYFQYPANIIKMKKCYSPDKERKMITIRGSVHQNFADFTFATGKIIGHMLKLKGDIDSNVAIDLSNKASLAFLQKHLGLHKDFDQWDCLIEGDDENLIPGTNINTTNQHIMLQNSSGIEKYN
PAFAH2 inh: inhibitors of human PAFAH2. inhibition, % at 3.39 µM. 0.99% of 340,000 active. AID 492956. Q99487. recombinant PAFAH2, FP-rhodamine activity probe, fluorescence polarization;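 active means inhibition above the mean over all tested compounds plus 3 SD, cut at about 30% in these data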;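 further: inhibitors block probe labeling of enzyme so polarization drops; 0% = enzyme with DMSO and 100% = wells lacking PAFAH2 protein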
LYPLA2 counter: counter-screen for PME1 inhibitors: inhibitors of human LYPLA2 | recombinant LYPLA2, FP-Rh probe fluorescence polarization | inhibition, % at 5.9 µM | 0.38% of 320,000 active | AID 2177;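 active means inhibition above the screen-wide mean plus 3 SD, limit set per campaign, cut at about 26% in these data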;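 further: 0% = LYPLA2 with DMSO and 100% = wells lacking LYPLA2 enzyme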
PREPL inhibitor: inhibitors of human prolyl oligopeptidase-like enzyme PREPL. recombinant PREPL, fluorescence polarization activity-based probe. inhibition, % at 5.96 µM. 0.68% of 320,000 active; in the data active means inhibition above about 43%;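 further: 0% = enzyme with DMSO and 100% = wells lacking enzyme; many of its hits are not listed in these tables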
The depositor's hits bear a star; nt = no result given. An excerpt; count on the stated rates, not on these rows.

No. | molecule | PAD4 FP inh | PAFAH1B2 FP inh | LYPLA1 inh | GSTO1 counter | PAFAH1B3 inh | pPAFAH inh | PAFAH2 inh | LYPLA2 counter | PREPL inhibitor
1 | O=C(NC(Cc1ccccc1)C(=O)O)OCC1c2ccccc2-c2ccccc21 (centres undefined) | 3 | 27* | -3 | 1 | 10 | 7 | 3 | 0 | 3
2 | C=CCn1c(SCC(=O)N(CC)C2CCS(=O)(=O)C2)nc2sc3c(c2c1=O)CCC3 (centres undefined) | -3 | 0 | -2 | nt | -1 | 2 | -2 | 1 | 1
3 | CCC1CCCCN1C(=O)CSc1nnc(CNC(=O)c2cc(OC)c(OC)c(OC)c2)o1 (centres undefined) | 2 | 6 | -3 | -3 | 12 | 2 | 0 | -2 | 8
4 | Cc1cccc(-c2nc(CS(=O)CC(=O)NC(C)CCc3ccccc3)c(C)o2)c1 (centres undefined) | -1 | 6 | -2 | 2 | 0 | 4 | -1 | 7 | -8
5 | Cc1ccc(S(=O)(=O)/N=C/c2cc(Br)ccc2O)cc1 | 1 | 0 | 0 | -5 | -3 | 2 | -7 | 1 | 1
6 | O=[N+]([O-])c1ccc2c(c1)oc1ccccc12 | -4 | -5 | -2 | 1 | -1 | 0 | -6 | 6 | 11
7 | COc1cccc(NC(=O)COc2ccc3c(c2)CCC3)c1 | 1 | 3 | -1 | 18 | 3 | 5 | 3 | 5 | 7
8 | O=C(Nc1cccnc1)c1ccc(Cl)c(S(=O)(=O)N2CCCCC2)c1 | 0 | 10 | -8 | 18 | 5 | 4 | 4 | -14 | -2
9 | CCOc1ccc(S(=O)(=O)NCCC(=O)NCc2ccco2)cc1 | 5 | 3 | 0 | -1 | 5 | 0 | -8 | 6 | 13
10 | COc1ccc(N(C)S(=O)(=O)c2cccc(C(=O)OCC(=O)c3c(N)n(C)c(=O)n(C)c3=O)c2)cc1 | -4 | -1 | nt | nt | 6 | -5 | -11 | nt | 1

Of the compounds above, 5 contain nitrogen in an aromatic ring:
No. | molecule | PAD4 FP inh | PAFAH1B2 FP inh | LYPLA1 inh | GSTO1 counter | PAFAH1B3 inh | pPAFAH inh | PAFAH2 inh | LYPLA2 counter | PREPL inhibitor
2 | C=CCn1c(SCC(=O)N(CC)C2CCS(=O)(=O)C2)nc2sc3c(c2c1=O)CCC3 (centres undefined) | -3 | 0 | -2 | nt | -1 | 2 | -2 | 1 | 1
3 | CCC1CCCCN1C(=O)CSc1nnc(CNC(=O)c2cc(OC)c(OC)c(OC)c2)o1 (centres undefined) | 2 | 6 | -3 | -3 | 12 | 2 | 0 | -2 | 8
4 | Cc1cccc(-c2nc(CS(=O)CC(=O)NC(C)CCc3ccccc3)c(C)o2)c1 (centres undefined) | -1 | 6 | -2 | 2 | 0 | 4 | -1 | 7 | -8
8 | O=C(Nc1cccnc1)c1ccc(Cl)c(S(=O)(=O)N2CCCCC2)c1 | 0 | 10 | -8 | 18 | 5 | 4 | 4 | -14 | -2
10 | COc1ccc(N(C)S(=O)(=O)c2cccc(C(=O)OCC(=O)c3c(N)n(C)c(=O)n(C)c3=O)c2)cc1 | -4 | -1 | nt | nt | 6 | -5 | -11 | nt | 1

Entries of single compounds from above. Screens in order: PAD4 FP inh | PAFAH1B2 FP inh | LYPLA1 inh | GSTO1 counter | PAFAH1B3 inh | pPAFAH inh | PAFAH2 inh | LYPLA2 counter | PREPL inhibitor
Listed for `CCOc1ccc(S(=O)(=O)NCCC(=O)NCc2ccco2)cc1` → 5 | 3 | 0 | -1 | 5 | 0 | -8 | 6 | 13
Listed for `O=C(Nc1cccnc1)c1ccc(Cl)c(S(=O)(=O)N2CCCCC2)c1` → 0 | 10 | -8 | 18 | 5 | 4 | 4 | -14 | -2

The listing picks up with the three entries that preceded the break.
No. | molecule | PAD4 FP inh | PAFAH1B2 FP inh | LYPLA1 inh | GSTO1 counter | PAFAH1B3 inh | pPAFAH inh | PAFAH2 inh | LYPLA2 counter | PREPL inhibitor
8 | O=C(Nc1cccnc1)c1ccc(Cl)c(S(=O)(=O)N2CCCCC2)c1 | 0 | 10 | -8 | 18 | 5 | 4 | 4 | -14 | -2
9 | CCOc1ccc(S(=O)(=O)NCCC(=O)NCc2ccco2)cc1 | 5 | 3 | 0 | -1 | 5 | 0 | -8 | 6 | 13
10 | COc1ccc(N(C)S(=O)(=O)c2cccc(C(=O)OCC(=O)c3c(N)n(C)c(=O)n(C)c3=O)c2)cc1 | -4 | -1 | nt | nt | 6 | -5 | -11 | nt | 1
11 | CC(C)(Oc1ccc(Cl)cc1)C(=O)OCC(=O)Nc1ncc(Cl)cc1Cl | 2 | 7 | -1 | -3 | 0 | 18 | -1 | 0 | -21
12 | COCC(=O)N1CCC(Oc2cccc(C(=O)NCc3ccccn3)c2)CC1 | -2 | 4 | 1 | 10 | 3 | 3 | 3 | -3 | 2
13 | COc1ccc(CNC(=O)c2cc(C3CC3)on2)cc1 | 0 | 3 | -2 | -1 | 5 | -7 | 1 | 0 | -1
14 | COCCn1c(SCC(=O)Nc2ccccc2)nc2c1c(=O)[nH]c(=O)n2C | 2 | 2 | -1 | 7 | 8 | 3 | 10 | 4 | 20
15 | O=C(CCOc1ccccc1)Nc1ccnn1C1CCN(Cc2ccc(O)cc2)CC1 | 2 | 2 | 5 | 6 | 2 | 4 | 1 | 0 | 15
16 | CCOc1ccccc1NC(=O)Nc1ccc(Br)cn1 | -2 | 1 | 1 | 1 | 6 | 2 | -1 | -3 | -3
17 | Cc1cccc(C)c1NC(=O)CNc1ccccc1 | -1 | 6 | -7 | -2 | 4 | 3 | -1 | -4 | 11
18 | CC[C@]1(C(=O)OC)[C@H]2C(=O)N(C)C(=O)[C@H]2[C@H]2CN=C(SCc3ccc(C)cc3)N21 | 2 | 15 | nt | nt | 6 | 7 | -3 | nt | nt
19 | COc1ccc2[nH]c(=O)c(C(c3nnnn3C3CCCC3)N3CCN(Cc4ccc5c(c4)OCO5)CC3)cc2c1 (centres undefined) | -3 | 2 | -4 | 7 | 1 | -2 | -3 | 6 | 10
20 | CC(=O)c1c[nH]c2ccc(C)cc2c1=O | 2 | 5 | -2 | 5 | 4 | 4 | -5 | 0 | -3
21 | CC(C)c1ccc(/C=N/NC(=O)c2nnn(-c3nonc3N)c2CSC2=NCCS2)cc1 | 10 | -2 | -24 | -6 | -15 | -1 | -30 | -43 | 13
22 | OCCC1CN(C2CSCCSC2)CCN1Cc1ccccc1 (centres undefined) | 1 | 3 | 3 | 9 | 1 | 3 | 2 | 5 | 18
23 | CCNC(=S)N1C2CCC1CC(NC(=O)Nc1ccc(C(=O)OCC)cc1)C2 (centres undefined) | -1 | -1 | -2 | 11 | 0 | -3 | 2 | -3 | -2
24 | CCOC(=O)c1cccc(COC(=O)c2cccc(-c3nnc(-c4ccccc4)o3)c2)c1 | 2 | -2 | 1 | 4 | -1 | 7 | -5 | 2 | 7
25 | CCOc1ccccc1NC(=O)CN(C)S(=O)(=O)c1ccc(OC)c(C)c1 | -2 | 3 | -3 | 2 | 4 | 0 | -1 | 0 | 2
26 | COCCCNC(=S)N1CCN(c2nc3ccccc3s2)CC1 | -3 | 5 | 0 | 6 | 3 | 4 | 2 | -3 | -17
27 | CCOC(=O)/C(C(N)=NC(C)C)=C(\O)c1ccccc1 | 0 | 6 | 0 | -2 | 2 | 3 | 6 | 2 | 1
28 | COc1ccccc1N1CCN(C(=O)Cc2c(C(=O)O)[nH]c3ccc(Cl)cc23)CC1 | -4 | 7 | -1 | -1 | 8 | 6 | 8 | 0 | -4
29 | CC1(C)N([O-])C2=C(c3ccccc3C2=O)[N+](=O)C1(C)C | -14 | 8 | -2 | 26 | 3 | 4 | -8 | -6 | -3
30 | COc1ccc(CNC(=O)c2cccc(NC(=O)CC3SC(N4CCCCC4)=NC3=O)c2)cc1 (centres undefined) | 6 | 9 | nt | nt | 1 | -1 | 3 | nt | 20
31 | O=S(=O)(c1ccc(Cl)cc1)c1nc(-c2ccccc2F)oc1NCCN1CCOCC1 | -4 | 6 | 2 | 7 | 2 | 2 | 3 | 5 | 0
32 | Cc1cccc(-n2ccnc2SCC(=O)c2c(N)n(C3CC3)c(=O)[nH]c2=O)c1C | -7 | 0 | -1 | nt | 9 | -8 | -2 | -6 | 19
33 | CCOc1ccc(C(=O)N(c2ccccn2)C2CCCCC2)cc1 | -2 | -1 | 1 | 7 | 1 | 2 | 2 | 1 | 9
34 | CN1CCN(c2ccc(NC(=O)c3ccc(Br)o3)cc2)CC1 | -1 | 6 | -1 | -3 | 2 | 3 | 1 | 0 | -2
35 | COc1cc(C2N3CC4(C)CN2CC(C)(C3)C4)ccc1O (centres undefined) | 2 | 0 | -2 | 6 | 8 | -2 | -2 | -4 | 24
36 | CCOC(=O)c1cccc2c1-c1ccccc1/C2=N/O | 6 | -9 | -12 | -11 | 1 | -3 | -6 | -13 | 3
37 | COc1ccc(N2C(=O)N3[C@H](c4ccc(Br)cc4)[C@@H]4C(=O)N(C(C)(C)C)C(=O)[C@@H]4[C@]3(Cc3ccccc3)C2=O)cc1 | 2 | -3 | -4 | 2 | -6 | -2 | -3 | -1 | -1
38 | CC1(C)CC=C(NNC(=O)c2cccnc2)C(=O)C1 | 1 | -2 | 0 | 7 | 2 | 2 | 2 | 0 | 5
39 | COC(=O)C1C2C=CC3(CN(C(C)c4ccc(OC)cc4)C(=O)C13)O2 (centres undefined) | 0 | 1 | -1 | 10 | 7 | 0 | -5 | -3 | 2
40 | COc1ccc(S(=O)(=O)N(C)CC(=O)N2CCCC2)cc1 | 0 | 0 | -3 | 4 | -4 | -1 | 2 | 5 | -4
41 | CC1CN(C(=O)CCC(=O)NCc2ccccc2Cl)c2ccccc2S1 (centres undefined) | -5 | 5 | 1 | 8 | 6 | -2 | -3 | 2 | 16
42 | CCc1ccc(NC(=O)CCN2C(=O)c3cccnc3C2=O)cc1 | 0 | 4 | 2 | -3 | 11 | 3 | 1 | 4 | 5
43 | O=C1N/C(=N\S(=O)(=O)Cc2ccccc2)S/C1=C/c1cc([N+](=O)[O-])ccc1O | -1 | 29* | 1 | -101 | 39* | 32* | 12 | 1 | 2
44 | COc1cccc(C(=S)N2CCCC2)c1OC | 0 | 1 | 2 | 3 | 2 | 2 | 1 | 3 | -5
45 | CCOC(=O)c1c(C)[nH]c(C)c1S(=O)(=O)N(C)CC(=O)NCc1cccc(C)c1 | 4 | -1 | 3 | 1 | -3 | 5 | -2 | 2 | 5
46 | CCCC(=O)Nc1ccc(Br)c(Cl)c1 | 15* | 0 | 2 | -5 | 1 | 3 | -2 | -3 | -31
47 | COc1ccc(CCC(=O)NNC(=O)Cn2nc(C)cc2C)cc1 | -1 | -1 | 1 | -2 | 1 | 1 | 7 | 6 | -1
48 | C/C=C/c1ccc(OCCCCN2CC(C)CC(C)C2)c(OC)c1 (centres undefined) | 1 | 0 | 2 | 4 | 8 | 0 | -4 | 2 | 12
49 | CC(C)CNC(=O)c1ccccc1NC(=O)CN(c1ccc2c(c1)OCCO2)S(C)(=O)=O | -1 | -1 | -1 | -6 | 6 | 6 | -6 | 4 | 14
50 | O=C(NCc1ccc2c(c1)OCO2)c1nc(S(=O)(=O)Cc2ccccc2F)ncc1Cl | -2 | 4 | -4 | -12 | 2 | 1 | -1 | -5 | 4
51 | CC1CCN(c2ccc3c(c2)S(=O)(=O)c2cccc(C(=O)NC[C@@H]4CCCO4)c2C3=O)CC1 | -9 | 0 | nt | nt | -1 | 16 | -10 | nt | 4

Compound activity deposited in PubChem BioAssay by The Scripps Research Institute Molecular Screening Center.
